KB-V1 MDR tox – kills drug-selected multidrug resistant KB-V1 cells; KB-V1 MDR cells viability, CellTiter-Glo, 72 h; Potency, µM (series often up to 46.1 µM), for the others: at the highest dose activity change, negative = cytotoxicity, most hits filed as cytotoxic; 400,000 tested, 3.4% active; further: potency means the concentration at half of the fitted maximal effect; on the % scale 0 is the no-effect control and ±100 the full control effect; nearly all actives have a fitted effect of over 60% in size
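KB-V1 MDR subline cells in DMEM (phenol-red free, 10% FBS) exposed to compounds in qHTS concentration series for 72 h at 37 degrees C. Viability read by CellTiter-Glo luminescence; concentration-effect curves fitted after normalization and correction.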
GLP1R inv ag – acts as inverse agonist at human GLP-1 receptor. Potency, µM (titrated, usually from 38.3 µM), without a hit: at the highest dose activity change, negative = inhibition, hits mostly inhibitors. HEK293 GLP-1R CRE-luciferase, luminescence, 24 h; GLP-1R form is constitutively active. 410,000 tested, 1.6% active. P43220; further: potency means the concentration at half of the fitted maximal effect; on the % scale 0 is the no-effect control and ±100 the full control effect; nearly all actives have a fitted effect of over 55% in size
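GLP-1R inverse agonism mode: basal reporter luminescence in engineered HEK293 cells measured after one day of compound exposure at 37 deg C, with a 12 min room-temperature detection step.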
DRD3 antagonist – D3 dopamine receptor (human) antagonism; D3R cells, DiscoveRx beta-arrestin luminescence, antagonist mode; hits give low values; P35462; max response, negative = inhibition, %; 360,000 tested, 2.5% active; in the data active means max response below about -50%; inconclusive means no clear call, values can overlap the other calls; further: on the % scale 0 is the no-effect control and ±100 the full control effect; mostly tested at two doses, the higher about 12 µM
Target sequence (P35462 whole entry, looked up): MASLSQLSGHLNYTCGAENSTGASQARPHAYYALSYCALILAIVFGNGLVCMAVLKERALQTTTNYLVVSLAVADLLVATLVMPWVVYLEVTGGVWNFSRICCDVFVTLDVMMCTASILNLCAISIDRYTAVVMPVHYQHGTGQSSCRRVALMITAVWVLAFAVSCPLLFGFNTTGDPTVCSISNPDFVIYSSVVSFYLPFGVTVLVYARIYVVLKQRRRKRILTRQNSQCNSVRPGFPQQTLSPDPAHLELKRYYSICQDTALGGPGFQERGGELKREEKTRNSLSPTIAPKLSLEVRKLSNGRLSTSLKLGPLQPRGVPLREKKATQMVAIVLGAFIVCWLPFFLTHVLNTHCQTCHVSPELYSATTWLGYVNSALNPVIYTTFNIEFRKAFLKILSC
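Cells expressing the human receptor were seeded at 1500 cells/well, incubated overnight at 37 degrees C in 5% CO2, then exposed to library compounds with dopamine controls for 90 minutes at 37 degrees C before luminescent detection.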
GLP-1R agonist – activates the human GLP-1 receptor; P43220; HEK293 GLP-1R CRE-luciferase, luminescence, 4-6 h; cells express a hypersensitive GLP-1R form; Potency, µM (doses to about 45.6 µM), inactives show top-dose activation, usual class: activators; 380,000 tested, 0.007% active; AID 624172; further: potency means the concentration at half of the fitted maximal effect; % of control where 0% means no effect
PTHR1 agonist – activates the human parathyroid hormone receptor PTHR1; Q03431; Potency, µM (doses to about 115 µM), for inactives: at the highest dose activation, actives largely listed as activators; 410,000 tested, 0.075% active; HEK293 GP2 PTHR1 cells, GloSensor cAMP luminescence, 1 h; further: potency means the concentration at half of the fitted maximal effect; nearly all actives have a fitted effect of over 55% in size; some results filed as inactive show a strong effect at the top dose; inactives centre near -15; many of its hits are not listed in these tables
Target sequence (Q03431 whole entry, looked up): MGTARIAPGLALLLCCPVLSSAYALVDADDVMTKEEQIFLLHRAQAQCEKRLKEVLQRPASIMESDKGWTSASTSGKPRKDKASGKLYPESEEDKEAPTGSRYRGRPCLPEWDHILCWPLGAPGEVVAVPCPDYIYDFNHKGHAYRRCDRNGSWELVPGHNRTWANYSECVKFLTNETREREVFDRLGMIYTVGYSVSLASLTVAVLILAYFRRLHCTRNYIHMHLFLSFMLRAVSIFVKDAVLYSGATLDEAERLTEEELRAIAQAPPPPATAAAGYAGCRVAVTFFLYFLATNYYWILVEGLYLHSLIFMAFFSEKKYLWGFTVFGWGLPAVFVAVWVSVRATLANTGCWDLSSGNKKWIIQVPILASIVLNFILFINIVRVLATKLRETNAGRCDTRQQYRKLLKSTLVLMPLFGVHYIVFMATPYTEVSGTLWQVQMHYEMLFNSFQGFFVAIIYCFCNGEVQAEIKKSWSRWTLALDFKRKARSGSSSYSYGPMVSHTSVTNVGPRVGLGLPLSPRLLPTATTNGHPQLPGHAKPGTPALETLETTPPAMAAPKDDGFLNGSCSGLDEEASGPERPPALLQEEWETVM
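HEK-293-derived GP2 cells expressing PTHR1 and a GloSensor cAMP reporter, 3,000/well, plated overnight, given luciferin plus IBMX (each 0.5 mM as added) for 1 h at 37 °C, then compound for 1 h at 37 °C. Luminescence was read after 15 min at room temperature.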
D3 ag – agonists of human D3 dopamine receptor | AID 652048 | max activation, % | D3R DiscoveRx beta-arrestin cells, luminescence, 90 min | 410,000 tested, 0.58% active; in the data active means max activation above about 30%; further: 0% is about no effect; mostly tested at two doses, the higher about 12 µM
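Agonist-mode cell screen: cells plated at 1500/well and incubated overnight at 37 °C, then exposed to library compounds for 90 min at 37 °C. Detection reagent was added for 30–60 min at room temperature, and luminescence was read.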
aSyn rescue – rescues yeast growth from alpha-synuclein toxicity | Yeast expressing alpha-synuclein, growth rescue, BacTiter-Glo, 24 h | Potency, µM (doses to about 46.1 µM), for inactives: at the highest dose growth rescue (activation), actives largely listed as activators | 370,000 tested, 0.14% active | AID 652106; further: potency means the concentration at half of the fitted maximal effect; % of control where 0% means no effect; nearly all actives have a fitted effect of over 65% in size
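Rescue of yeast growth: cells expressing toxic alpha-synuclein, induced in galactose at OD600 0.02, incubated with compound 24 h at 30 C. ATP luminescence quantified growth; inhibitors of toxicity appear as activators.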
TDP-43 yeast inh – rescues yeast growth from TDP-43 toxicity; TDP-43 expressing yeast growth rescue, BacTiter-Glo, 24 h; Potency, µM (titrated, usually from 46.1 µM), for the others: at the top dose growth rescue (activation), hits mostly activators; 410,000 tested, 1.8% active; AID 652104; further: potency means the concentration at half of the fitted maximal effect; % of control where 0% means no effect; nearly all actives have a fitted effect of over 50% in size
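In this qHTS, compounds that restore growth of yeast expressing TDP-43 appear as activators. Cells (OD600=0.02, galactose medium, raffinose-pregrown) are incubated with compound 24 hr at 30 deg C and growth is quantified by BacTiter-Glo.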
GLP1R cytotox – cytotoxicity in counter-screen for GLP-1R inverse agonists; Potency, µM (top dose mostly 38.3 µM), for the others: top-dose activity change, negative = inhibition, hits mostly inhibitors; 410,000 tested, 0.13% active; AID 624418; HEK293 cAMP-luciferase reporter cells, luminescence, 24 h;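 further: loss of luciferase light is scored as toxicity; potency means the concentration at half of the fitted maximal effect; on the % scale 0 is the no-effect control and ±100 the full control effect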
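Quantitative HTS format, 1536 wells, 200 cells/uL seeded. Compounds: 23 nL, 24 h, 37 °C. Detection: luciferase reagent, luminescence at 12 min RT; decreased signal taken as cytotoxic.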
The depositor's hits bear a star; i = inactive; ? = inconclusive; / = not tested or not shown; [ ] = dose if it differs, or a comment. Unless noted, the call rests on the fitted dose curve; in most records, active means well fitted curve in the direction sought with a large enough effect; inconclusive means small, poorly fitted or top-dose-only effect, or another doubt; inactive means no such curve, though single readings can be large; an effect the other way counts as inactive or inconclusive. A portion of the library, so the mix of outcomes need not match the whole.

SMILES | KB-V1 MDR tox | GLP1R inv ag | DRD3 antagonist | GLP-1R agonist | PTHR1 agonist | D3 ag | aSyn rescue | TDP-43 yeast inh | GLP1R cytotox
Cc1ccc(NC(=O)CN2CCC(C(=O)c3ccc(F)cc3)CC2)cc1 | ? | ? | -68.6* | 9.2% | -1.3%[57.5 µM] | -9.7 | -12.3% | 5.2% | -19.7%
O=C(N/N=C/c1ccc(Sc2ccccn2)o1)c1cc2ccccc2cc1O | ? | -3.6% | 7.7 | -4.9% | -19.5% | 3.5 | -6.6% | 24.2% | -12.9%
CS(=O)(=O)N(CC(=O)Nc1ccc(Br)cc1)c1ccccc1Br | ? | ? | / | 6.4% | i | -1.9 | ? | ? | 2.1%
Cc1cnc(NC(=O)CSc2ccc(Cl)cc2)s1 | -14.5% | ? | 3.4 | -1.7% | -4.6%[57.5 µM] | 1.9 | 2.8% | 11.2µM* | -15.6%
Cc1nn2c(-c3ccc(F)cc3)ccnc2c1Br | ? | 5.7% | 0.0 | ? | -16.2% | 8.8 | 14.0% | 14.9% | -14.2%
O=S(=O)(c1cccc(S(=O)(=O)N2CCOCC2)c1)N1CCCCC1 | -17.1% | -2.2% | 2.4 | -0.4% | i | -5.3 | -3.9% | -7.7% | 10.3%
COc1ccc(N2CCN(C(=O)COc3ccccc3C#N)CC2)cc1 | 0.0% | 5.5% | / | / | -8.2% | 7.3 | / | ? | 6.8%
COc1ccccc1N1CCN(C(=O)CCc2nnc3ccc(N4CCOCC4)nn23)CC1 | 15.5% | 7.7% | -14.5 | -3.3% | -1.7% | -13.3 | 1.9% | -11.6% | -0.8%
CCc1ccc(NC(=O)C2CCC(CNC(=O)[C@@H]3Cc4ccccc4CN3)CC2)cc1 (stereo partly specified) | 19.6% | ? | -5.6 | -6.8% | -14.9% | -1.9 | -1.6% | 10.6% | 6.6%
NC(=O)c1cccn1Cc1ccccc1Cl | -19.7% | 5.1% | -76.7* | 0.5% | i | -0.2 | -0.5% | -28.5% | -1.7%
CC(=O)NCC(=O)NC1CCCc2c1cnn2-c1ccc(C(C)(C)C)cc1 (stereo unspecified) | 6.9% | ? | 12.8 | -0.4% | -28.5% | 5.6 | -3.4% | -17.9% | -10.0%
CCn1nc(CC(=O)O)c2ccccc2c1=O | 0.0% | 3.5%[7.66 µM] | 3.9 | 1.7% | i | 1.7 | 1.6% | 0.8%[9.22 µM] | 8.3%[7.66 µM]
O=C(Nc1ccccc1Cl)c1ccc(-n2cccn2)c([N+](=O)[O-])c1 | ? | -6.4% | -6.5 | 11.3% | -14.1% | -10.5 | 1.5% | -21.1% | -2.5%
CN1C(=O)SC(Nc2ccc(F)cc2)C1=O (stereo unspecified) | 14.9% | -22.9% | 12.1 | 6.7% | i | -5.3 | -0.3% | -3.2% | -16.0%
CC(C)=N/N=C1/NC(=O)C(c2ccc(Cl)cc2)S1 (stereo unspecified) | 0.0% | -3.1% | -95.8* | -5.1% | -15.5% | -9.2 | 1.9% | 20µM* | ?
CCOc1ccc(-c2cc(C(=O)N/N=C/c3ccc(O)cc3)c3ccccc3n2)cc1 | -5.6% | ? | 10.0 | 19.7% | -21.0% | -1.9 | 1.3% | -9.0% | -6.1%
N#Cc1cc(-c2ccc(Cl)cc2)cnc1Sc1ccccc1 | -0.6% | 0.0% | -13.3 | -5.3% | i | -10.7 | 1.8% | -13.3% | -6.6%
O=C(NCCc1ccc(Cl)cc1)C1CCCN1C(=O)Nc1ccccc1 (stereo unspecified) | -19.8% | -4.1% | 14.6 | 5.6% | i | -7.4 | 1.1% | 9.4% | 1.0%
Cn1ccnc1SCCNC(=O)CCc1nnc(CCCCc2ccccc2)o1 | 0.0% | -11.8% | -7.9 | -0.7% | i | 1.1 | -1.0% | 3.6% | 4.7%
CC(C(=O)NCCN1C(=O)S/C(=C\c2cccnc2)C1=O)N1C(=O)c2ccccc2C1=O (stereo unspecified) | 10.5% | 20.4% | 12.4 | 6.3% | -19.5% | -2.5 | -7.6% | -14.2% | 3.2%
Cc1cccn2c(=O)c3cc(S(=O)(=O)c4ccccc4)c(=N)n(CC4CCCO4)c3nc12 (stereo unspecified) | -0.5% | 29.5% | 4.4 | 3.0% | i | -1.9 | -6.3% | -8.8% | 11.9%
COc1ccccc1N1CCN(C(=O)c2c(C)noc2C)CC1 | 6.6% | 8.6% | 3.6 | 9.1% | i | -5.7 | -1.3% | -7.1% | 2.8%
C[C@H](OC(=O)NCc1ccc(C(F)(F)F)cc1)[C@@H]1O[C@@]2(C)CCC[C@@H]1O2 | 8.7% | ? | -11.0 | -2.1% | i | 7.0 | 3.9% | 10.6% | 0.9%
O=C(NC(N1CCOCC1)C(Cl)(Cl)Cl)c1ccccc1Cl (stereo unspecified) | -3.2% | -13.5% | -1.2 | -4.2% | -55.9%[inhibitor] | -8.4 | -1.0% | / | -8.3%
CC(C)CC(C(=O)Nc1oc(-c2ccccc2)c(-c2ccccc2)c1C#N)N1C(=O)c2ccccc2C1=O (stereo unspecified) | -0.1% | 10µM* | ? | -8.4% | -22.0% | 0.3 | 10.3% | -12.1% | -25.3%
COc1cccc(N2CCN(S(=O)(=O)c3cn(C)cn3)CC2)c1 | 1.6% | 25.2% | -12.5 | -4.0% | 23.8% | -3.0 | -3.7% | -26.1% | 0.8%
CCn1c(SCC(=O)Nc2cc(NC(C)=O)ccc2OC)nnc1-c1cccnc1 | 8.9% | 0.0% | 6.8 | -2.5% | -30.2%[inhibitor][57.5 µM] | 19.6 | 2.1% | 0.5% | 0.0%
CCOC(=O)/C(=N\Nc1ccccc1Cl)N(C)C1CCCCC1 | -2.7% | 8.91µM* | 10.0 | 15.5% | -4.0% | 0.4 | 17.8% | ? | 6.5%
Cc1c(-n2c(-c3ccccc3)nc3ccccc3c2=O)c(=O)n(-c2ccccc2)n1C | 3.6% | 0.0% | -6.5 | 0.5% | i | -1.1 | 5.1% | 13.1% | 1.0%
O=C(c1ccco1)N(Cc1ccco1)Cc1cc2ccccc2[nH]c1=O | ? | -25.1% | 8.8 | 14.4% | -3.1% | 1.6 | 3.1% | -3.7% | -4.7%
Cc1ccc(-c2cc3c(nn2)-c2ccccc2C3=O)cc1 | ? | 1.41µM* | -25.8 | -2.2% | -90.3%[inhibitor] | -8.2 | -26.0% | -24.4% | 1.3%
COc1ccccc1-c1cc(C(F)(F)F)nc(S(=O)(=O)CCCC(=O)O)n1 | 5.7% | 0.0% | -23.3 | 0.1% | i | -24.7 | 0.2% | -20.7% | ?
CCOc1cc(C(=O)Nc2nnc(CC)s2)ccc1OCC(=O)N1CCOCC1 | ? | 2.4% | 0.0 | -0.4% | i | 0.3 | 6.5% | 0.9% | -12.2%
CCc1cc2c(=O)c(-c3cnn(-c4ccccc4)c3)c(C)oc2cc1OCC(=O)Nc1cccc(C)c1 | ? | -0.6% | -7.6 | 0.3% | i | 1.8 | 1.4% | 0.0% | -14.6%
O=C(Cn1nnc(-c2ccc(CN3CCOCC3)cc2)n1)N(c1ccccc1)c1ccccc1 | ? | -36.0% | 0.0 | 3.5% | ? | -15.0 | -2.3% | -27.7% | 9.5%
CCc1cc(-c2nnn(CCC3COCCO3)c2CC)ccc1-c1cn(CCc2c[nH]c3ccccc23)nn1 (stereo unspecified) | 1.8% | ? | 0.0 | -3.1% | -73.9%[inhibitor] | -8.7 | -3.7% | 14.0% | -2.7%
CCOc1ccc(NC(=O)N(CCC(C)C)C(C)c2ccco2)cc1 (stereo unspecified) | ? | ? | 0.2 | -3.7% | -27.8% | 1.0 | 2.6% | 17.9% | 1.7%
COc1ccc(C(CC(=O)N2CCOCC2)c2c(O)cc(OC)cc2OC)cc1 (stereo unspecified) | 28.5% | 9.9% | -22.6 | -2.5% | -13.7% | -23.3 | 0.7% | -10.9% | 0.2%
Cc1c(NC(=O)CN2CCC(C(N)=O)CC2)cccc1[N+](=O)[O-] | 7.7% | 14.2% | 10.0 | -2.8% | i | 0.7 | 0.0% | 4.1% | ?
Nc1n[nH]c(N)c1N=Nc1ccc(F)cc1 | ? | 15.8% | -16.4 | 7.2% | -29.5% | -1.4 | 1.4% | 9.4% | -21.5%
CC(c1ccon1)N(C)Cc1cn[nH]c1-c1ccc(-c2ccccc2)cc1 (stereo unspecified) | 18.5% | -2.4% | 0.1 | 19.8% | -29.9% | 0.9 | 5.9% | 9.0% | 1.6%
CCOC(=O)C1(Cc2ccccc2C)CCCN(C(=O)CCc2cccnc2)C1 (stereo unspecified) | ? | -0.1% | 13.0 | 5.5% | -3.1% | 1.8 | 9.5% | 0.1% | 0.0%
CCOC(=O)C1CCCN(C(=O)CNC(=O)Cn2ccc3ccccc3c2=O)C1 (stereo unspecified) | -1.8% | -7.9% | 1.0 | 0.4% | -1.7%[57.5 µM] | -3.5 | -0.2% | 11.3% | -7.2%
O=C(Nc1nnc(-c2ccccc2)o1)Nc1ccccc1Cl | 27.1% | 7.6% | 15.3 | 16.5% | -16.6% | 1.8 | -12.7% | 2.1% | -18.8%
Cc1nc(CN2C(=O)C3(CCC3)ON=C2c2cccc(Cl)c2)cs1 | -23.0% | -4.6% | 10.0 | -6.3% | -6.1% | 6.4 | 7.7% | 6.6% | 5.6%
Cn1c(CNc2ccccn2)c(C#N)c2ccccc21 | 23.1µM* | 0.0% | -20.0 | 0.9% | i | -32.4 | -11.3% | -26.4% | -18.2%

Screens deposited in PubChem by National Center for Advancing Translational Sciences (NCATS).
